WT yeast gro inh: growth inhibition of WT yeast, mitochondrial fusion screen; mitochondrial fusion phenotypic screen, WT strain; 2.1% of 190,000 active; AID 1362; inhibition, % at 10 µM; in the data active means inhibition above about 58%; tested in S. cerevisiae
RSV CPE inhibition: inhibition of RSV-induced cytopathic effect – HEp-2 cells, primary 10 µM value included (AID 2391); HEp-2 cells, RSV-induced CPE inhibition; higher % means a stronger effect; CPE inhibition, % at 10 µM, or IC50 in µM where a hit was titrated; 0.13% of 310,000 active; in the data active means a potency from the dose series; inconclusive means CPE inhibition mostly from about 23% at the one dose, without a potency; inactive means the rest, 99 in 100 with CPE inhibition below about 21%; further: strong numbers were not always called active
Myeloid diff MLP: compounds promoting myeloid differentiation; ER-HoxA9 myeloid progenitors, lysozyme-GFP differentiation, flow cytometry; calls only at 10 µM; 1% of 360,000 active;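 active means normalized GFP-positive differentiation at or above the plate's own cutoff, the solvent-only control mean plus 3 SD; inconclusive means no clear call, values can overlap the other calls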;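 further: cells exposed to compound for four days before flow analysis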
T cell HTS: modulates CD8 T cell binding to vesicles | 2C CD8+ T cell-vesicle binding, flow cytometry; active compounds read low | calls only at 7 µM | 0.068% of 330,000 active | AID 2052;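 active means response, share of CD8 T cells binding vesicles, and their 90th percentile fluorescence all below set limits, cut at about 80% in these data, passing the limit was not always enough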
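Incubation: binding step 1.5 h, 37 °C, antibody labelling 20 min, ice; system: murine 2C transgenic CD8+ T lymphocytes; technique: cytometric PE anti-B7-1 and Alexa647 anti-CD8 signals after 1% paraformaldehyde fixation; also added: QL9-charged Drosophila Ld/ICAM-1/B7-1 vesicles; control set: naked versus QL9-loaded vesicles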
Large T inhibition: TAg ATPase/helicase activity blockers – biochemical (AID 1903) | one-dose inhibition, % at 20 µM; IC50 in µM for titrated hits | SV40 large T antigen ATPase/helicase inhibition assay; higher % means a stronger effect | 0.39% of 310,000 active; in the data active means a potency from the dose series; inconclusive means inhibition mostly from about 32% at the one dose, without a potency; inactive means the rest, 99 in 100 with inhibition below about 32%; further: strong numbers were not always called active
Rac1 GTP hydrolysis: MgcRacGAP GTPase-activating activity inhibitors, confirmation, biochemical, ADP Hunter fluorescence. MgcRacGAP-stimulated Rac1 GTP hydrolysis, ADP Hunter fluorescence; higher % means a stronger effect; GST-tagged Rac1 F28L mutant substrate. AID 624330. 0.6% of 340,000 active. inhibition, % at 30 µM, or IC50 in µM where a hit was titrated;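 active means first-screen hits whose inhibition reached a set limit at any dose in the follow-up dose series; inconclusive means inhibition above the set first-screen limit but never retested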;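 further: fluorescence reports GDP produced by GAP-driven GTP hydrolysis; strong numbers were not always called active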
West Nile antiviral: West Nile virus antiviral activity, cell-based, CPE readout (AID 1621). West Nile virus-infected cells, CPE inhibition; higher % means a stronger effect. CPE inhibition, % at 10 µM, or IC50 in µM where a hit was titrated. 0.02% of 290,000 active; in the data active means a potency from the dose series; inconclusive means CPE inhibition mostly from about 3.7% at the one dose, without a potency; inactive means the rest, 99 in 100 with CPE inhibition below about 2.2%; further: strong numbers were not always called active
b-catenin transl: alters nuclear translocation of beta-catenin in HeLa cells. 0.3% of 190,000 active. immunofluorescence imaging. nuclear translocation activity, % at 5 µM;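 active means nuclear translocation activity above 50% at 5 µM, with a well cell count of 50 or more; inconclusive means wells under 50 cells across six images, flagged as toxic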;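 further: per-cell ratio of nuclear to cytoplasmic median beta-catenin stain intensity; plate controls were DMSO negative control for no effect and GSK-3 inhibitor IX positive control for full effect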
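System: Human HeLa cells, endogenous beta-catenin | Compound dosing: 5 µM primary, 0.02–20 µM confirmation | Timing: 24 h compound exposure at 37°C, 5% CO2 | Measured by: Fluorescence imaging of beta-catenin antibody stain plus DAPI | Read-out basis: % activation of per-cell nuclear versus cytoplasmic median beta-catenin signal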
Salmonella PhoP GFP: PhoP-dependent GFP reporter repression – Salmonella Typhimurium, primary screen (AID 1863). S. Typhimurium PhoP-regulated promoter GFP reporter, 4 h; higher % means a stronger effect. one-dose inhibition, % at 50 µM; IC50 in µM for titrated hits. 0.16% of 300,000 active;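 active means inhibition over 29.93%, a cutoff 3 SD above the screen mean, later confirmed by dose response; inconclusive means inhibition over 29.93% but no dose response follow-up; inactive means inhibition at most 29.93% or unconfirmed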;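 further: 0% = low Mg2+ inducing control and 100% = high Mg2+ repressing control; strong numbers were not always called active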
WT yeast gro inh mutant strain: also measured in WT yeast gro inh; calls as there; inhibition, %; mitochondrial fusion phenotypic screen, mutant strain inhibition
b-catenin transl cell count 5 µM: recorded beside b-catenin transl, whose call it bears; cell count; measured here: cell count, cytotoxicity flag
T cell HTS vesicle-bound %: second read-out of T cell HTS, no call of its own (marks repeat the call); double positive events, %; measured here: CD8+ vesicle-bound cell fraction;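 binding gate set so that unloaded-vesicle control wells show 10% double positive cells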
Myeloid diff MLP GFP+ MAC1+ %: recorded beside Myeloid diff MLP, whose call it bears; GFP+ MAC1+ double positive, %; measured here: differentiation confirmed by MAC1 staining
An asterisk follows results filed as active; i = inactive; u = inconclusive; x = not tested or not shown; & = joins results of further samples.

SMILES	WT yeast gro inh	WT yeast gro inh mutant strain	RSV CPE inhibition	Myeloid diff MLP	Myeloid diff MLP GFP+ MAC1+ %	T cell HTS	T cell HTS vesicle-bound %	Large T inhibition	Rac1 GTP hydrolysis	West Nile antiviral	b-catenin transl	b-catenin transl cell count 5 µM	Salmonella PhoP GFP
N#CC[n+]1cc(-c2ccc(Cl)cc2)n2c1CCC2	-8	7	-0.2%	i	8.9	i	51	-5%	1%	0.1%	-1.5	1182	5%
CCC(c1nnc(SCC(=O)Nc2nnc(-c3ccccc3)o2)n1Cc1ccccc1)N(C)C (stereo unspecified)	11	-12	0.6%	i	1.0	i	23	4%	12%	-0.2%	0.6	1364	-8%
CCCS(=O)(=O)N1CCc2cc(OC)c(OC)cc2C1	6	13	1.7%	i	1.3	i	23	1%	9%	0.0%	1.1	1100	-8%
O=[N+]([O-])c1cc(Cl)ccc1Sc1cccc2cccnc12	-4	-8	-1.2%	i	0.4	i	48	12%	7%	-0.6%	x	x	7%
CCN(CC)C(=O)CCCC(=O)N(CC)CC	-6	-12	0.5%	i	0.8	i	56	6%	11%	0.3%	-2.0	1157	3%
CSCC(C)N1CCC(N2CCC(C(=O)NCc3ccccn3)CC2)CC1 (stereo unspecified)	x	x	-0.5%	i	0.7	i	66	1%	9%	-0.3%	x	x	-2%
CCN(CC)S(=O)(=O)c1ccc(C)c(NC(=O)CN2CCN(C)CC2)c1	x	x	0.4%	i	0.4	i	35	7%	118µM*	-0.2%	-0.7	1080	1%
COc1ccc(-c2noc(CNC(=O)c3ccoc3C)n2)cc1OC	x	x	0.7%	i	0.3	i	21	2%	10%	-0.3%	x	x	7%
CCOc1ccccc1Oc1cn[nH]c1-c1ccc(O)cc1O	x	x	5.8%	i	0.2	i	32	19%	35µM*	-2.3%	x	x	0%
CC(=O)Oc1ccccc1C(=O)Nc1ncc([N+](=O)[O-])s1	15	-9	6.2%	x	x	i	17	17%&0%	x	-0.6%	2.4	1021	20%&0%
Cc1c(C(=O)N2CC3(CC(c4cccc(NC(=O)CC(c5ccccc5)c5ccccc5)c4)=NO3)C[C@@H]2C(N)=O)cc([N+](=O)[O-])cc1[N+](=O)[O-] (stereo partly specified)	x	x	1.3%	i	1.7	i	12	-3%	5%	-0.4%	0.2	1090	-4%
COc1ccc(OCc2ccc(-c3nc4ccccc4c(=O)n3N)o2)cc1	-11	-13	7.1%	i	0.8	i	38	0%	6%	0.1%	-0.9	1401	7%
c1ccc(CSc2snnc2-c2ccccc2)cc1	24	3	-0.1%	i	2.3	i	51	-1%	6%	-0.4%	-2.8	1082	33%
O=C(N/N=C\c1ccccc1)c1cccc(C(=O)N/N=C\c2ccccc2)n1	x	x	2.0%	i	0.6	i	26	9%	x	x	x	x	x
CN(CCOc1ccccc1)C(=O)c1ccc(F)c(S(=O)(=O)N2CCOCC2)c1	x	x	1.0%	i	0.4	i	44	9%	3%	x	x	x	9%
COc1cc(OC)c(C2CC(=O)N3CN(c4ccc(C)cc4)CSC3=C2C#N)cc1OC (stereo unspecified)	-4	-11	2.0%	i	2.0	i	51	43µM*	16%	x	-1.3	1375	-1%
CCOc1cccc(C(=O)NC(=S)NCc2cccnc2)c1	12	4	1.2%	i	0.6	i	41	12%	5%	-1.6%	0.7	898	-1%
Cc1ccccc1S(=O)(=O)Cc1ccc(C(=O)NCc2ccco2)o1	x	x	4.2%	i	1.9	i	5	12%	9%	0.1%	x	x	-7%
CC(=O)Nc1cccc(C(=O)/C=C/c2ccco2)c1	-9	-6	1.3%	i	1.2	i	46	u	12%	-0.2%	-1.4	1398	2%
COc1cccc(/C=C(/C(=O)OCC(N)=O)c2ccccc2)c1	1	-4	0.2%	i	0.8	i	5	9%	1%	-0.4%	1.5	1038	4%
Cn1c(=NC(=O)C2CC2)sc2cccc(F)c21	13	-1	18%	i	2.6	i	34	3%	6%	0.0%	x	x	-6%
O=C1CC(N2CCC(O)CC2)C(=O)N1c1ccc(Br)cc1 (stereo unspecified)	x	x	1.4%	i	2.5	i	52	-1%	-1%	0.3%	-5.8	1027	11%
COc1ccccc1NC(=O)CSc1nnc(COc2ccccc2C)o1	x	x	0.1%	i	3.6	i	23	3%	8%	0.1%	x	x	5%
N#Cc1ccccc1CN1C(=O)NC2(CCCCCC2)C1=O	x	x	4.4%	x	x	i	64	7%	9%	-0.1%	x	x	-7%
COc1cc(OC)c(NS(=O)(=O)c2cccc(C(=O)OCC(=O)NCC3CCCO3)c2)cc1Cl (stereo unspecified)	-16	12	1.7%	i	0.3	i	48	17%	10%	-0.1%	-6.9	1155	4%
COC(=O)c1ccc(CN2CCC(CO)(Cc3ccccc3Cl)CC2)cc1	1	17	-0.8%	i	0.1	i	42	20%	5%	1.0%	1.1	1558	-3%
O=C(CSc1nnc(-c2ccco2)n1CC1CCCO1)NC1CCCC1 (stereo unspecified)	-7	14	0.8%	i	3.8	i	46	3%	3%	-0.8%	0.3	1064	-12%
CCN(CC)S(=O)(=O)c1ccc(NC(=O)C2CCCN(C(=O)c3ccc(Cl)cc3)C2)cc1 (stereo unspecified)	-9	-3	10%	i	0.5	i	18	9%	3%	-1.6%	0.3	952	-10%
O=C(CSc1n[nH]c(-c2ccccc2O)n1)N1CCOCC1	8	13	0.1%	i	0.5	i	40	4%	-5%	0.7%	0.7	1093	-4%
CN1C(=O)/C(=C/c2ccc(-c3ccccc3[N+](=O)[O-])o2)SC1=Nc1ccc(Cl)c(C(=O)O)c1	-4	-5	-0.1%	i	1.0	i	30	53µM*	17%	-0.4%	-0.6	1112	1%
CC1CC(C)CN(C(=O)CN2C(=O)NC(C)(C)C2=O)C1 (stereo unspecified)	x	x	-0.2%	i	0.7	i	59	9%	4%	x	x	x	-7%
CC(C)(C)c1ccc(S(=O)(=O)NCc2ccc(C(=O)NCc3ccccn3)cc2)cc1	10	6	2.1%	i	0.5	i	47	17%	6%	-2.0%	2.7	1171	6%
O=C(NC1CC1)c1ccc2snnc2c1	-11	3	1.5%	i	0.4	i	66	8%	6%	0.8%	0.9	1395	0%
CC(Oc1ccccc1)C(=O)Nc1ccc(S(=O)(=O)N2CCOCC2)cc1 (stereo unspecified)	-14	-2	1.8%	i	1.3	i	18	10%	3%	-0.7%	-3.9	1000	2%
COC(=O)[C@H](Cc1ccccc1)NC(=O)O[C@H]1C(=O)c2ccc(OC)cc2O[C@@H]1c1ccc2c(c1)OCO2	62*	-13*	0.4%	x	x	x	x	0%	x	0.3%	x	x	4%
C=C(C)c1cccc(C(C)(C)NC(=O)NCc2cccnc2)c1	-20	-4	0.6%	i	0.2	i	59	x	5%	-1.3%	1.6	850	x
COc1ccc(C(=O)N2CCN=C2SCc2cccnc2)cc1OC	0	17	0.2%	i	2.8	i	43	-4%	3%	0.0%	x	x	13%
COc1ccc(/C=N\NC(=O)c2ccccc2Cl)cc1COc1c(F)c(F)c(F)c(F)c1F	x	x	-0.7%	i	1.1	i	58	3%	4%	1.9%	x	x	-4%
Cc1cc(N2CCC(C)CC2)n2nc(C)c(-c3ccccc3)c2n1	37	16	-0.3%	i	0.0	i	38	1%	-4%	-0.7%	-3.5	944	2%

Already shown: an excerpt of the list.
SMILES	WT yeast gro inh	WT yeast gro inh mutant strain	RSV CPE inhibition	Myeloid diff MLP	Myeloid diff MLP GFP+ MAC1+ %	T cell HTS	T cell HTS vesicle-bound %	Large T inhibition	Rac1 GTP hydrolysis	West Nile antiviral	b-catenin transl	b-catenin transl cell count 5 µM	Salmonella PhoP GFP
COC(=O)c1ccc(CN2CCC(CO)(Cc3ccccc3Cl)CC2)cc1	1	17	-0.8%	i	0.1	i	42	20%	5%	1.0%	1.1	1558	-3%
O=C(CSc1nnc(-c2ccco2)n1CC1CCCO1)NC1CCCC1 (stereo unspecified)	-7	14	0.8%	i	3.8	i	46	3%	3%	-0.8%	0.3	1064	-12%
CCN(CC)S(=O)(=O)c1ccc(NC(=O)C2CCCN(C(=O)c3ccc(Cl)cc3)C2)cc1 (stereo unspecified)	-9	-3	10%	i	0.5	i	18	9%	3%	-1.6%	0.3	952	-10%
O=C(CSc1n[nH]c(-c2ccccc2O)n1)N1CCOCC1	8	13	0.1%	i	0.5	i	40	4%	-5%	0.7%	0.7	1093	-4%
CN1C(=O)/C(=C/c2ccc(-c3ccccc3[N+](=O)[O-])o2)SC1=Nc1ccc(Cl)c(C(=O)O)c1	-4	-5	-0.1%	i	1.0	i	30	53µM*	17%	-0.4%	-0.6	1112	1%
CC1CC(C)CN(C(=O)CN2C(=O)NC(C)(C)C2=O)C1 (stereo unspecified)	x	x	-0.2%	i	0.7	i	59	9%	4%	x	x	x	-7%
CC(C)(C)c1ccc(S(=O)(=O)NCc2ccc(C(=O)NCc3ccccn3)cc2)cc1	10	6	2.1%	i	0.5	i	47	17%	6%	-2.0%	2.7	1171	6%
O=C(NC1CC1)c1ccc2snnc2c1	-11	3	1.5%	i	0.4	i	66	8%	6%	0.8%	0.9	1395	0%
CC(Oc1ccccc1)C(=O)Nc1ccc(S(=O)(=O)N2CCOCC2)cc1 (stereo unspecified)	-14	-2	1.8%	i	1.3	i	18	10%	3%	-0.7%	-3.9	1000	2%
